High-throughput results deposited in PubChem BioAssay by several laboratories.
TRPC6 inh = mouse TRPC6 channel inhibition | HEK293-TRPC6, membrane potential dye, ACh-evoked depolarization; hits give low values | 310,000 compounds, 1.1% hits | Q61143 | B-score at 10 µM;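 active = B-score under library mean minus 3 SD, initial fluorescence not abnormally high, positive integrated signal ratio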;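 note: B-score derived from integrated fluorescence ratio over the kinetic read; more negative B-score means stronger inhibition of depolarization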
TRPC4 act = TRPC4 (mouse) channel activation; 310,000 compounds, 0.49% hits; B-score at 10 µM; Q9QUQ5; HEK293 TRPC4beta/mu-opioid, Fluo4 calcium fluorescence; hits give high values; AID 2237;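 active = B-score above 5 SD of library B-scores, and initial fluorescence ratio not above library mean plus 5 SD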;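 note: positive B-score marks a calcium rise read as TRPC4 activation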
Target sequence (Q9QUQ5 whole entry, looked up): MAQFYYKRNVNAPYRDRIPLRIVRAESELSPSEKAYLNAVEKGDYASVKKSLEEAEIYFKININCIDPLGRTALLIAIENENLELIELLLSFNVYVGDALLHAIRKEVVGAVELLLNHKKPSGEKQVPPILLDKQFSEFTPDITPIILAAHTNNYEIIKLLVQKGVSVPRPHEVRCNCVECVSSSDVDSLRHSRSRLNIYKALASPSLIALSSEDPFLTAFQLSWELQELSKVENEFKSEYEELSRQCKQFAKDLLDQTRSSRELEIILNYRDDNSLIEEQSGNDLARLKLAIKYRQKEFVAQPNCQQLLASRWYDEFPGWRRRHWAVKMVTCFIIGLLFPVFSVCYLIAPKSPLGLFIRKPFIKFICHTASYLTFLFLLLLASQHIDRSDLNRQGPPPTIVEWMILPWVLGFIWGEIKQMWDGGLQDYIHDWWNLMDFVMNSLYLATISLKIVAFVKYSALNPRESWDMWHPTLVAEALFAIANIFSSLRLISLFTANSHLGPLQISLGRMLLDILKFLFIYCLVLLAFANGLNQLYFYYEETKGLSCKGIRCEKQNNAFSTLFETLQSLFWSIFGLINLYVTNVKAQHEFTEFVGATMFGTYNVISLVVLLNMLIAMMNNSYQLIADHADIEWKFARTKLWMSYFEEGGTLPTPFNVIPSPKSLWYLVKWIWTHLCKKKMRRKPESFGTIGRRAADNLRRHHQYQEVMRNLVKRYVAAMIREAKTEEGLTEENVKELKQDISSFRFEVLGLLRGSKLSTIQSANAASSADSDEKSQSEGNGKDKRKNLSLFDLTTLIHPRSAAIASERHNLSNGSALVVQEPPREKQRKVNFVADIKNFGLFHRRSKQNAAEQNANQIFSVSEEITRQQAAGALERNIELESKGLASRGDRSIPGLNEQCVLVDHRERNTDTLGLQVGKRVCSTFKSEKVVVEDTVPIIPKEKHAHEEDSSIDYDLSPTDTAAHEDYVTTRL
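system = HEK293 cells stably co-expressing mouse TRPC4beta and mu-opioid receptor | schedule = Fluo4 dye loading 45 min at room temperature, 110 s recording | measure = B-scored integrated calcium fluorescence ratio | signal = Fluo4 calcium-sensitive dye fluorescence, kinetic, 1 Hz baseline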
IEC-6 tox = IEC-6 cytotoxicity, counter-screen for KLF5 inhibitors; luminescence viability; inhibition, % at 5 µM; 290,000 compounds, 0.78% hits; in the data active = inhibition above about 22%;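 note: 0% = plate median of test compound wells and 100% = cytotoxic reference compound wells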
HIF activator = HIF pathway transcriptional activation; U2OS HRE-luciferase reporter, luminescence; normalized: DMSO 0%, desferrioxamine 100%; 300,000 compounds, 0.32% hits; AID 1910; activation, % at 7.5 µM (by protocol);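 active = mean activation of at least 10% of the iron chelator positive control signal, with at least half of replicates also reaching 10%; inconclusive = mean and replicate majority disagree about reaching 10%; inactive = mean and most replicates under 10%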
TRPC6 activator = activates the mouse TRPC6 cation channel. Q61143. HEK293-TRPC6 membrane potential dye fluorescence; hits give high values. B-score at 10 µM. 310,000 compounds, 0.13% hits. AID 2550;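 active = B-score of the integrated fluorescence ratio above library mean plus 3 SD, and starting fluorescence ratio within library mean plus 5 SD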;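 note: higher score means more depolarization so channel activation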
KLF5 inh = kruppel-like factor 5 inhibition. DLD-1 KLF5 promoter-luciferase reporter, luminescence. inhibition, % at 5 µM. 290,000 compounds, 0.23% hits. AID 1700;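 active = inhibition above a per-plate limit of that plate's mean compound inhibition plus 3 SD, cut at about 60% in these data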;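 note: 0% = DMSO wells and 100% = LY294002 at 200 µM; higher means less KLF5 promoter-driven luciferase light; inactives centre near -14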
MrgX1 antag = blocks BAM8-22 activation of human MrgX1 receptor; Q96LB2; MRGX1-HEK293 calcium flux, Fluo-4, BAM8-22 antagonism; hits give low values; B-score at 10 µM; 310,000 compounds, 1.3% hits;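 active = calcium-response B-score plate-corrected more than 3 library SD below zero, starting fluorescence within 5 deviations, no agonist response on first addition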;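 note: peak minus trough fluorescence over baseline after final BAM8-22 challenge near maximal dose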
SKKanGAS inh = SKKanGAS growth inhibition; AID 1662; 300,000 compounds, 1.3% hits; S. pyogenes SKKanGAS, kanamycin growth, BacTiter-Glo, 6 h; inhibition, % at 7.5 µM;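 active = mean replicate score, as percent of positive control median, at least 50; inconclusive = mean below 50 but one replicate at or above 50; inactive = mean and every replicate below 50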;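 note: strain carries kanamycin resistance gene driven by streptokinase promoter and grows in 40 µg/ml kanamycin; loss of luminescence reflects streptokinase promoter inhibition or plain growth inhibition; 0% = median of DMSO wells and 100% = positive control at its reference dose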
aSyn 5UTR inh = MLPCN primary screen, SNCA 5' untranslated region; 300,000 compounds, 0.82% hits; alpha-synuclein 5'UTR reporter, inhibitor activity; inhibition, % (tested at 7.5 µM); AID 1813; in the data active = inhibition above about 60%; inconclusive = no clear call, values can overlap the other calls;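 note: H4 neuroglioblastoma cells stably carrying SNCA 5'UTR luciferase fusion; 0% = DMSO wells and 100% = positive control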
TRPC4 PAM = TRPC4 (mouse) allosteric potentiation | B-score at 10 µM | HEK293 TRPC4beta/mu-opioid, DAMGO EC20, Fluo-4 Ca2+ flux; hits give high values | Q9QUQ5 | 310,000 compounds, 0.42% hits;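 active = B-score of calcium response area above 5 SD of library B-scores, with initial fluorescence ratio within 5 SD of library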;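 note: B-score of integrated fluorescence ratio over time as area under calcium response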
TRPC4 inh = blocks the mouse TRPC4 cation channel. Q9QUQ5. HEK293 TRPC4beta/mu-opioid, DAMGO-evoked Fluo4 calcium flux; hits give low values. B-score at 10 µM. 300,000 compounds, 0.39% hits. AID 2247;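 active = B-score over 3 SD under the library average, no early fluorescence shift, positive overall ratio signal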
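Assay system: TRPC4beta/mu-opioid receptor HEK293 cell line; compound dosing: single concentration per test compound; detection: Fluo4 Ca2+ flux fluorescence; evaluation: per-well B score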
* hit, by the source's call; i = inactive; u = inconclusive; x = no result given. Hits appear at their usual frequency; any-hit rate near 5.8%.

nr	Molecule	TRPC6 inh	TRPC4 act	IEC-6 tox	HIF activator	TRPC6 activator	KLF5 inh	MrgX1 antag	SKKanGAS inh	aSyn 5UTR inh	TRPC4 PAM	TRPC4 inh
1	COc1cccc(-n2c(SCC(=O)NCc3ccco3)nnc2-c2c[nH]c3ccccc23)c1	i	i	-2	0.3	i	-5	i	0	13	i	i
2	c1csc(C2C3=C(Nc4ncnn42)c2ccccc2OC3)c1 (stereo not drawn)	i	i	2	0.4	i	-35	i	-2	7	i	i
3	COc1ccc(N2C(=O)CSC23C(=O)N2CCCc4cccc3c42)cc1 (stereo not drawn)	-14*	i	-1	-0.3	i	-26	i	7	15	i	i
4	CCOC(=O)c1nsnc1NCCSC(=N)N	i	i	12	-0.1	i	-2	i	2	-4	i	i
5	N#Cc1ccsc1NC(=O)COC(=O)c1cc2ccccc2cc1O	i	i	13	2.9	i	-15	i	4	-178	i	i
6	Cc1ccc(C(CNS(=O)(=O)c2ccc([N+](=O)[O-])cc2)N2CCN(C)CC2)cc1 (stereo not drawn)	i	i	x	0.1	i	x	i	-1	-10	i	-6*
7	Cc1cc(S(=O)(=O)N2CCCC2)ccc1OCC(=O)Nc1ccccc1	i	i	0	0.0	i	-16	i	22	-6	i	i
8	O=C1CC(C(F)(F)C(F)(F)C(F)(F)C(F)(F)F)=Nc2ccccc2N1	i	i	-3	0.3	i	-43	i	-3	26	i	i
9	Cc1cccc(Oc2cnn(C(C)(C)C)c(=O)c2Cl)c1	i	i	6	0.1	i	5	i	5	-7	i	i
10	CC12CC(NC(=O)N1CCc1ccccc1)c1cc(Cl)ccc1O2 (stereo not drawn)	i	i	-4	-0.3	i	-8	i	5	-17	i	i
11	Cc1nn(Cc2ccc(Cl)c(Cl)c2)c(C)c1NC(=O)c1sc2ccccc2c1Cl	i	i	-2	-0.2	i	-15	i	25	16	i	i
12	CC/C(=N/N=C(\CC)c1ccccc1)c1ccccc1	i	i	3	-0.1	i	-9	i	-1	-15	i	i
13	CN(N)C(=S)Nc1ccc(Cl)cc1	i	i	-5	0.1	i	-40	i	0	8	i	i
14	Cn1c2ccccc2c(=O)c2c(O)cccc21	i	i	0	0.3	i	9	i	11	-17	i	i
15	CCCCNS(=O)(=O)c1ccc2nc(-c3cccnc3)cc(C(=O)NC(C)C)c2c1	i	i	-5	-0.2	i	-3	i	1	0	i	i
16	COc1ccc2c(c1)c1ncn(CCN3CCCC3)c(=O)c1n2C	i	i	5	0.7	i	-12	i	3	8	15*	i
17	Cc1cccnc1NC(=O)c1cccc(S(=O)(=O)NCc2ccccc2)c1	i	i	x	0.3	i	x	i	-8	7	i	i
18	CC(C)Sc1nnc(NC(=O)C2CC2)s1	i	i	x	1.6	i	x	i	3	-58	i	i
19	C=CCOc1ccc(/C=N/NC(=O)CN2CCCCC2)cc1OC	i	i	-3	-1.2	i	-25	i	-2	14	i	i
20	COc1ccc(NC(=O)CSCC(=O)Nc2nnc(C3CC3)s2)cc1	i	i	x	-0.3	i	x	i	1	12	i	i

Part of the list above in a different format:
(12) CC/C(=N/N=C(\CC)c1ccccc1)c1ccccc1
(14) Cn1c2ccccc2c(=O)c2c(O)cccc21
(8) O=C1CC(C(F)(F)C(F)(F)C(F)(F)C(F)(F)F)=Nc2ccccc2N1
(19) C=CCOc1ccc(/C=N/NC(=O)CN2CCCCC2)cc1OC

Compound	12	14	8	19
TRPC6 inh	i	i	i	i
TRPC4 act	i	i	i	i
IEC-6 tox	3	0	-3	-3
HIF activator	-0.1	0.3	0.3	-1.2
TRPC6 activator	i	i	i	i
KLF5 inh	-9	9	-43	-25
MrgX1 antag	i	i	i	i
SKKanGAS inh	-1	11	-3	-2
aSyn 5UTR inh	-15	-17	26	14
TRPC4 PAM	i	i	i	i
TRPC4 inh	i	i	i	i

(more compounds)
nr	Molecule	TRPC6 inh	TRPC4 act	IEC-6 tox	HIF activator	TRPC6 activator	KLF5 inh	MrgX1 antag	SKKanGAS inh	aSyn 5UTR inh	TRPC4 PAM	TRPC4 inh
21	CC(=O)Oc1cccc(C2C3=C(CC(C)(C)CC3=O)Nc3ccccc3N2C(C)=O)c1 (stereo not drawn)	i	i	-2	-12	i	-31	i	-1	2	i	i
22	O=C(CC1S/C(=N/N=C/c2c[nH]c3ccccc23)NC1=O)Nc1ccccc1 (stereo not drawn)	i	i	1	-0.2	i	-22	i	-5	-24	i	i
23	CSc1ncccc1C(=O)Nc1nc2ccc(S(C)(=O)=O)cc2s1	i	i	1	0.1	i	-28	i	-4	-7	i	i
24	O=C(NCCN1CCOCC1)Nc1ccc(Cl)cc1Cl	i	i	2	0.3	i	-8	i	-10	-16	i	i
25	CN1CCN(C(=O)C2CCCN(S(=O)(=O)c3ccccc3)C2)CC1 (stereo not drawn)	i	i	0	0.6	i	3	i	-1	-8	i	i
26	Cc1ccc(C(=O)O)cc1NC(=S)NCCc1ccccc1	i	i	-10	-0.3	i	-12	i	-7	-25	i	i
27	CCCC1(CCC)C(=O)NC(=NCCc2ccc(OC)c(OC)c2)NC1=O	i	i	6	-0.5	i	9	i	0	4	i	i
28	CCOC(=O)Nc1ccc(S(=O)(=O)NCc2ccccc2)cc1	i	i	0	-0.1	i	-27	i	-32	-2	i	i
29	O=C(/C=C/c1ccccc1)NC(=S)Nc1ccccc1	i	i	2	0.6	i	-43	i	7	-52	i	i
30	CCOc1cc(NCCN2CCOCC2)c([N+](=O)[O-])cc1OCC	i	i	-3	0.1	i	-2	i	-3	20	i	i
31	O=C(NN=C1CCCC1)C(=O)Nc1cccc(C(F)(F)F)c1	x	x	-1	-0.5	x	-9	i	-1	9	x	x
32	O=S(=O)(c1ccc(OCC(O)CN2CCN(c3ccccc3)CC2)cc1)N1CCOCC1 (stereo not drawn)	i	i	0	-0.5	i	-7	i	2	4	i	i
33	COc1cc(/C=C2\SC(=S)N(c3cccnc3)C2=O)ccc1O	i	i	1	-0.5	i	-20	i	1	-8	i	i
34	Cc1cc(N2CCN(C)CC2)nc2ccc(NC(=O)CCC(=O)NCCc3ccc(Cl)cc3)cc12	i	i	2	0.4	i	-51	x	-4	-23	i	i
35	O=C(Nc1cccc([N+](=O)[O-])c1)NC1CCCCCCC1	i	i	7	x	i	-142	i	x	x	i	i
36	COc1ccc(OCC(=O)Nc2cc(C)c(Cl)cc2OC)c([N+](=O)[O-])c1	i	i	-9	1.3	i	18	i	2	-102	i	i
37	O=C(CC1CCCCC1)c1c(O)c2ccccc2oc1=O	i	99*	6	0.9	i	0	i	u	-8	i	i
38	Cc1ccc(-c2nc(=S)c3c(n2CC2CCCO2)CC(C)(C)OC3)cc1 (stereo not drawn)	i	i	3	0.2	i	-7	i	2	-17	i	i
39	O=S(=O)(/N=C(/c1ccccc1)N1CCOCC1)c1ccc(Br)cc1	i	i	-1	-0.1	i	-47	i	-1	-38	i	i
40	OCC1C2c3ccccc3C(c3ccccc32)C1CO (stereo not drawn)	i	i	0	0.1	i	-12	i	-4	3	i	i

Some values from the list:
`COc1ccc2c(c1)c1ncn(CCN3CCCC3)c(=O)c1n2C` – TRPC4 PAM = 15*
`O=C1CC(C(F)(F)C(F)(F)C(F)(F)C(F)(F)F)=Nc2ccccc2N1` – KLF5 inh = -43

Returning to the listing, starting 2 compounds before the break.
nr	Molecule	TRPC6 inh	TRPC4 act	IEC-6 tox	HIF activator	TRPC6 activator	KLF5 inh	MrgX1 antag	SKKanGAS inh	aSyn 5UTR inh	TRPC4 PAM	TRPC4 inh
39	O=S(=O)(/N=C(/c1ccccc1)N1CCOCC1)c1ccc(Br)cc1	i	i	-1	-0.1	i	-47	i	-1	-38	i	i
40	OCC1C2c3ccccc3C(c3ccccc32)C1CO (stereo not drawn)	i	i	0	0.1	i	-12	i	-4	3	i	i
41	CCOC(=O)NNC1CC(=O)N(c2ccc(OC)cc2)C1=O (stereo not drawn)	i	i	-2	0.2	i	-20	i	-5	-14	i	i
42	O=C(/C=C/c1ccccc1)N1CCN(c2cccc(Cl)n2)CC1	i	i	-7	-0.2	i	-19	i	4	2	i	i
43	CC(=O)NS(=O)(=O)c1ccc(NC(=O)NC2CCCCC2)cc1	i	i	2	-0.8	i	0	i	3	9	i	i
44	CON(C)S(=O)(=O)c1cccc(C(=O)NC2CCSc3ccccc32)c1 (stereo not drawn)	i	i	-1	-1.8	i	2	i	7	-29	i	i
45	Cc1cc(C)n2nc(C(=O)OCC(=O)N(C)C3CCCCC3)nc2n1	i	i	x	0.9	i	x	i	-3	-4	i	i
46	CCc1nnc(SCC(=O)Nc2nc(C)c(C(=O)N(C)C)s2)n1CC	i	i	-1	-0.4	i	-43	i	-3	2	i	i
47	CCC(C)(C)n1nnnc1C(c1cc2cc(C)ccc2[nH]c1=O)N1CCCC1 (stereo not drawn)	i	i	2	-0.6	i	-2	i	11	10	i	i
48	CC(C)CC(=O)N1CCN(c2ccc(NC(=O)c3ccco3)cc2)CC1	i	i	-1	1.0	i	-26	i	0	10	i	i
49	COC(CCN(C)C)(c1ccccc1)c1ccccc1	i	i	2	-0.7	i	-10	i	-5	6	i	i
50	CO/N=C/c1cccn1-c1nccc(N(C)C)c1C#N	i	i	1	0.1	i	-11	i	2	5	i	i
51	Cc1cc(NC(=O)COc2cccc3cccnc23)no1	i	i	0	1.6	i	-23	x	-4	-96	i	i
52	CCOc1cc(S(=O)(=O)n2nc(C)cc2C)ccc1Br	i	i	0	-0.4	i	-20	i	12	42	i	i
53	CCCCNC(=O)CCCn1c(=S)[nH]c2cc3c(cc2c1=O)OCO3	i	i	5	0.1	i	-16	i	-9	-5	i	i
54	NC(=S)NC(=O)c1ccccc1	i	i	2	-0.9	i	-16	i	-5	16	i	i
55	COc1ccccc1NC(=S)N(CCCN1CCOCC1)Cc1ccccn1	i	i	4	-0.3	i	-3	i	6	-12	i	i

Quoted at random: 2 compounds from above.
nr	Molecule	TRPC6 inh	TRPC4 act	IEC-6 tox	HIF activator	TRPC6 activator	KLF5 inh	MrgX1 antag	SKKanGAS inh	aSyn 5UTR inh	TRPC4 PAM	TRPC4 inh
54	NC(=S)NC(=O)c1ccccc1	i	i	2	-0.9	i	-16	i	-5	16	i	i
51	Cc1cc(NC(=O)COc2cccc3cccnc23)no1	i	i	0	1.6	i	-23	x	-4	-96	i	i
